# DSG3 Ab inh: human desmoglein-3 autoantibody binding inhibition; DSG3-coupled beads, scFv-anti-DSG3-GFP binding, flow cytometry; active compounds read low; 0.48% of 310,000 active; binding (percent of control), % at 10 µM; P32926;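 active = binding more than 3 SD below its plate's average and above zero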;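 note: hits lower antibody fragment binding to DSG3; some compounds called inactive have numbers as strong as hits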
# PfHsp90 yeast 2: inhibits growth of yeast expressing Plasmodium falciparum Hsp90. S. cerevisiae expressing PfHsp90, BacTiter-Glo ATP, 48 h; yeast lacking PDR1 and PDR3 efflux regulators. inhibition, % at 9.4 µM. 0.32% of 310,000 active. AID 504621;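 active = every replicate shows inhibition above about 80%, whatever the replicate mean, limit read from the data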;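 note: 0% = DMSO neutral controls and 100% = 20 µM radicicol positive controls; yeast relying on Plasmodium falciparum Hsp90 in place of its own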
# OPRM1-OPRD1 ag: OPRM1-OPRD1 heterodimerization agonism. cells, luminescence. activation, % at 9.3 µM. 0.3% of 340,000 active; in the data active = activation above about 18%;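 note: 0% = vehicle-treated cells and 100% = reference agonist; values of inactives mirror those of a sister screen read the other way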
# Target sequence (P35372 whole entry, looked up): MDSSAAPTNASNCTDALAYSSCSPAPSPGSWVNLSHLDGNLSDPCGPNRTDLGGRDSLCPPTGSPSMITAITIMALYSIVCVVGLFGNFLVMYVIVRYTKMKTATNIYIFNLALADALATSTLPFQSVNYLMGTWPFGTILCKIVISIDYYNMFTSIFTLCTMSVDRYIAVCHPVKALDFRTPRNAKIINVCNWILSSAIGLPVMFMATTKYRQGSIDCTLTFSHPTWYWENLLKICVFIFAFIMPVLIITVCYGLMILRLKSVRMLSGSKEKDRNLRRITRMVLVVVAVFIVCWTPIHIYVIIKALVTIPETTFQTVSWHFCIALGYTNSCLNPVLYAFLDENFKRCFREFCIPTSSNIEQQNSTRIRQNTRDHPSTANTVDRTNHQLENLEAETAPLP
# Target sequence (P41143 whole entry, looked up): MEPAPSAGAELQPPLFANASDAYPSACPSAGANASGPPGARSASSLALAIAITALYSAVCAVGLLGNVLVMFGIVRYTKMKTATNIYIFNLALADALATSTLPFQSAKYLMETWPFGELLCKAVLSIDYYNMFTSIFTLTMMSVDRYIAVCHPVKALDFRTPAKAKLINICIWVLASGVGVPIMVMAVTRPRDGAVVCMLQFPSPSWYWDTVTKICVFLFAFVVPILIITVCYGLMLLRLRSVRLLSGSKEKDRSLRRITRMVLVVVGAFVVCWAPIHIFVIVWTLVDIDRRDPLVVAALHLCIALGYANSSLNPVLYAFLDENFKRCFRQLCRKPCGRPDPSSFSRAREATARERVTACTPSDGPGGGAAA
# HTR5A inv ag: counter-screen for OPRM1-OPRD1 inverse agonists: human HTR5A inverse agonism | HTR5A cell line, luminescence | P47898 | inhibition, % at 9.3 µM | AID 504634 | 0.083% of 340,000 active; in the data active = inhibition mostly above about 23%, no sharp cut-off; inactive = mostly below about 18%;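 note: 0% = cells with DMSO and 100% = no-cell wells with DMSO; some compounds called inactive have numbers as strong as hits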
# phage Ecoli inh: E. coli growth loss with phage present. growth absorbance. inhibition, % at 11.9 µM. 0.26% of 360,000 active; in the data active = inhibition above about 11%
# MOR-DOR inv ag: mu-delta opioid heterodimer inverse agonism; P35372+P41143; cell-based MOR-DOR heterodimer luminescence; inhibition, % at 9.3 µM; 0.21% of 340,000 active; AID 504357; in the data active = inhibition above about 22%, passing the limit was not always enough;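 note: 0% = cells with DMSO and 100% = wells without cells with DMSO; values of inactives mirror those of a sister screen read the other way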
# HTR5A ag ctr: activates human HTR5A in OPRM1-OPRD1 agonist counter-screen | P47898 | HTR5A agonist assay, luminescence, cell-based | activation, % at 9.3 µM | 0.61% of 340,000 active; in the data active = activation mostly above about 9.5%, no sharp cut-off; inactive = mostly below about 7.6%;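 note: 0% = cells with vehicle only and 100% = reference agonist; strong numbers were not always called active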
# Ecoli viability: bacterial growth inhibition, counter-screen for AddAB inhibitors | E. coli V3065 growth, OD600 absorbance, 18 h | inhibition, % at 11.9 µM | 0.27% of 330,000 active;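 active = inhibition above the campaign's mean inhibition across all tested compounds plus 3 SD, cut at about 9.9% in these data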;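 note: uninfected addAB+ strain grown without phage in ampicillin broth; 0% = DMSO wells and 100% = ciprofloxacin 0.95 µg/ml wells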
# AddAB inh: less growth of phage-infected E. coli with AddAB. E. coli expressing H. pylori AddAB, absorbance growth. inhibition, % at 11.9 µM. 0.29% of 330,000 active. AID 435030; in the data active = inhibition above about 12%;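 note: 0% = vehicle wells of infected cells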
# Mot1-301 SUMO: blocks SUMOylation pathway, rescuing yeast Mot1-301 growth; S. cerevisiae Mot1-301 growth rescue, ATP luminescence, 38.5C; percent above DMSO median, 100 means doubled; growth rescue, % at 18.8 µM; 1% of 320,000 active; AID 2716;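 active = every valid replicate shows activation above 250% relative to neutral control wells; inactive = the rest, any valid replicate at or below 250%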;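 note: OY570 slx delta 5 strain wells were the positive control but not used for scaling; some compounds called inactive have numbers as strong as hits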
# PKA-R1A act: PKA-R1A complex activation. activation, % at 11.4 µM. PKA-R1A dissociation, Cy5-IP20 fluorescence polarization; scaled: DMSO 0%, 113 µM cGMP 100%. 0.083% of 340,000 active. P00514+P68181;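 active = percent activation above the mean of all tested compounds plus 3 SD, cut at about 19% in these data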;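 note: higher means more PKAc released from R1A so a rise in polarization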
# The depositor's hits bear a star; x = no result given.
no.	Structure	DSG3 Ab inh	PfHsp90 yeast 2	OPRM1-OPRD1 ag	HTR5A inv ag	phage Ecoli inh	MOR-DOR inv ag	HTR5A ag ctr	Ecoli viability	AddAB inh	Mot1-301 SUMO	PKA-R1A act
1	O=S(=O)([O-])C/C(=C\c1ccc(Cl)cc1)c1cc[n+](CCO)cc1	81	16	-3.0	-11	3.0	15	4	1.5	-2.4	-2	-4
2	Cn1c(=S)[nH]c2c(c1=O)C(C)(C)Cc1ccccc1-2	96	17	-3.2	2	2.0	18	-1	3.4	1.1	-16	6
3	O=C(CCc1ccccc1)NC1C2CC3CC(C2)CC1C3 (configuration not stated)	99	22	-2.0	-7	1.7	9	2	0.0	5.3	-12	3
4	O=C(/C=C/c1cccs1)N1CCC2(CC1)Oc1ccc(Cl)cc1C(=O)C21CC(c2ccccc2)=NO1 (configuration not stated)	101	x	-0.9	11	-0.4	5	0	1.4	1.0	-21	-4
5	CC(=O)N1CCN(c2ccc([N+](=O)[O-])c(NCC3CCCO3)c2)CC1 (configuration not stated)	103	4	-0.5	-2	1.3	3	0	1.9	2.8	5	-5
6	C#CCOCCOCCOCCNc1nc(N2CCN(C(=O)Cn3cc(CCO)nn3)CC2)nc(N2CCN(C(=O)[C@H]([C@@H](C)CC)n3cc(CCCN=C(N)N)nn3)CC2)n1	108	20	-4.4	4	0.3	20	1	x	x	x	-2
7	COc1cc(-c2nnc(COc3ccc4cc(Br)ccc4c3)o2)cc(OC)c1OC	101	-10	-2.3	-5	2.8	10	2	0.7	3.1	-3	-10
8	Cc1ccccc1N/N=C1\CCCNC1=O	x	10	-1.5	8	2.5	6	-4	3.6	3.4	-7	-7
9	CCC(=O)c1c[nH]c(C(=O)NCCc2ccccn2)c1	107	x	0.5	8	0.9	-3	-4	1.1	2.2	3	-1
10	Nc1ccnn1Cc1cccnc1	101	11	-2.6	18	0.0	15	-1	3.2	1.0	11	1
11	O=C(NC(=S)NC1CCCCC1)c1ccccc1	x	-22	7.7	-33	3.1	-44	9	1.4	3.2	34	0
12	CCOc1cccc2cc(C(=O)NCc3ccc(Cl)cc3)c(=N)oc12	103	-6	-1.4	3	1.3	7	-1	-0.4	0.1	-7	0
13	COc1ccc(Br)cc1CNC(=O)C1CCCN(S(=O)(=O)N2CC(C)CC(C)C2)C1 (configuration not stated)	105	-22	0.7	6	0.5	-3	0	-0.2	2.4	1	-3
14	O=C(O)CCCCCn1c(O)c(C=C2N=c3ccccc3=N2)sc1=S	96	1	1.1	-10	2.4	-6	7	0.3	2.1	-4	6
15	CCOc1ccc(C(=O)CN2CCN(S(=O)(=O)c3ccc(Cl)cc3)CC2)cc1	101	-7	-1.0	-6	1.2	5	2	-0.8	3.2	-8	-8
16	CC(=O)N1CCN(Cc2nc3cc(NC(=O)COc4ccccc4)ccc3n2C)CC1	x	4	-1.4	6	2.1	6	-2	3.0	5.1	-19	2
17	Cc1c(NC(=O)c2ccc(S(=O)(=O)N(C)c3ccccc3)cc2)c(=O)n(-c2ccccc2)n1C	x	-8	-1.2	-24	3.3	6	-3	1.7	0.7	-9	7
18	O=C(CCC(=O)c1cccs1)OCc1ccc([N+](=O)[O-])cc1	x	-20	-2.3	0	1.5	9	0	-1.3	2.3	25	3
19	COc1ccc(C(C)(C)C)cc1NC(=S)NCCN1CCOCC1	109	x	-1.3	15	2.6	7	5	1.4	4.4	2	-12
20	Cc1ccc2c(c1)c1c3n2CCN(CC(N)=O)C3CCC1 (configuration not stated)	109	5	-1.9	21	0.2	9	-6	-1.4	3.2	93	5
21	CCc1cccc(C)c1NC(=O)C1CN(S(=O)(=O)c2ccccc2)CCN1S(=O)(=O)c1ccccc1 (configuration not stated)	111	-1	-1.5	-11	4.8	8	7	1.6	4.5	0	3
22	CCN(CC)C(=O)CNC(=O)Cc1ccc(Cl)cc1	99	x	-2.4	-18	0.7	12	-1	-3.2	-2.6	x	-1
23	Nc1nnc(-c2ccc(Cl)cc2Cl)s1	104	-17	-2.3	-8	3.9	11	0	1.3	4.2	134	3
24	Cc1cc(C)cc(N(CC(=O)NC2CCCC2)C(=O)CCC(=O)Nc2nccs2)c1	107	-7	-1.6	-18	2.0	11	-3	-0.6	1.3	-17	3
25	Cn1ncc2c(N3CCCCC3)nc(NCCCO)nc21	101	-11	-2.5	4	4.1	13	1	1.4	3.4	0	-18
26	CCCc1cc(=O)n2[nH]c(-c3ccc(Cl)cc3)cc2n1	114	2	-0.9	16	-1.2	5	2	-0.2	2.0	-7	-1
27	O=C(CCNC(=O)c1ccccc1Cl)Nc1cccc(C(F)(F)F)c1	94	15	-4.0	4	0.4	20	-2	2.2	-0.8	3	3
28	Cc1ccccc1CC(=O)Nc1ccc2c(C)cc(=O)oc2c1	100	-48	0.5	4	1.8	-2	-1	-0.4	1.7	-6	0
29	CC(C)C(C)NC(=O)COc1ccc(Sc2ccc(OCC(=O)NC(C)C(C)C)cc2)cc1 (configuration not stated)	85	16	3.5	16	3.2	-19	-3	-0.9	1.0	9	-2
30	CC(C)(C)c1cc(CCC(=O)Nc2ccncc2)cc(C(C)(C)C)c1O	107	-6	2.0	-10	2.1	-10	4	-1.8	-0.1	66	-13
31	O=C(Cc1ccc(Cl)cc1)Nc1ncc([N+](=O)[O-])s1	99	-39	-2.4	0	8.1	11	0	x	x	x	-8
32	COc1cc(-c2cc(-c3ccccc3)nc(SCC(=O)O)c2C#N)cc(OC)c1OC	104	-16	-3.2	2	1.4	15	-1	-0.6	-1.5	-3	2
33	O=C(C1CC(=O)N(c2ccc3c(c2)OCCO3)C1)N1CCCC(C(F)(F)F)C1 (configuration not stated)	85	11	1.1	-17	8.0	-7	-3	3.4	-2.9	-4	1
34	CN1C(=O)c2cccc3c(S(=O)(=O)NCc4ccco4)ccc1c23	102	17	0.1	23	1.2	-1	0	0.6	2.6	4	0
35	Cc1cc(C(=O)NCCCN2CCN(C3CCCCC3)CC2)n(-c2ccccc2)n1	97	-6	-1.7	-22	-0.1	9	8	-1.3	3.6	-18	-10
36	COc1ccc(/C=N/n2cnc3c([nH]c4ccc(C)cc43)c2=O)cc1CN1CCCC1	104	-12	0.6	12	3.2	-3	1	0.2	-1.2	-20	5
37	CCCc1nnc(NC(=O)CCC(=O)NC2CCCc3ccccc32)s1 (configuration not stated)	39*	23	-2.9	-17	3.6	15	-4	-1.0	2.7	0	-10
38	COc1ccccc1OCC(=O)Nc1ccc(Cl)cc1	105	x	0.1	7	4.0	0	-3	2.6	2.6	35	-3
39	Cc1ccc(Cl)cc1NC(=O)[C@@H]1CCC(=O)N1C1OC(=O)c2ccccc21 (some centres not stated)	104	1	-0.2	4	4.9	1	-4	-2.4	0.5	3	3
40	Cc1cc(O)cc(C)c1Cl	108	12	-1.0	-1	3.5	6	0	-0.6	-0.6	4	-2
41	Cc1onc(-c2c(Cl)cccc2Cl)c1C(=O)NCc1ccco1	108	3	-2.6	9	0.2	15	2	1.3	0.1	x	0
42	Fc1ccc2c(Cl)c(-c3nnc(-c4cccs4)o3)sc2c1	92	x	-1.4	-2	4.2	7	2	-1.1	0.2	-6	7
43	CCSc1cc(Cl)nc(N)n1	100	11	-1.9	9	-1.1	10	-3	0.3	-0.2	51	0
44	CC(C)C(c1nnnn1Cc1ccc(F)cc1)N1CCN(c2ccc(O)cc2)CC1 (configuration not stated)	x	18	x	x	3.8	x	x	-2.8	2.7	45	x
45	CCOc1ccc(N(CC(=O)Nc2ccc(OC)cc2OC)S(=O)(=O)c2c(C)[nH]c(=O)[nH]c2=O)cc1	97	18	-2.5	-8	4.5	14	-4	-0.7	4.6	9	-4
46	CCOc1ccc(N2CC(C(=O)Nc3ccccc3N3CCOCC3)CC2=O)cc1 (configuration not stated)	99	-1	0.8	6	0.5	-5	-3	-0.4	3.9	-9	10
47	CCC1(CC)NC(=O)N(CC(=O)OCC(=O)Nc2ccc(OC(F)(F)F)cc2)C1=O	98	x	-0.6	-14	1.5	3	6	0.7	0.4	46	3
48	CN1CCN(C(=O)/C(=C/c2ccc(F)cc2)c2ccsc2)CC1	96	6	-2.8	1	2.1	14	0	2.0	-1.0	6	7
49	C#CCOCCOCCOCCNc1nc(N2CCN(C(=O)CCCCCCCCCCNC(=O)[C@H](CCCCN)n3cc(CCO)nn3)CC2)nc(N2CCN(C(=O)CCCCCCCCCCNC(=O)[C@@H]([C@H](C)O)n3cc(C)nn3)CC2)n1	157	31	-1.9	-4	x	9	2	-1.1	2.2	0	1
50	CC(C)c1ccc(N(CC(=O)NC2CCCC2)C(=O)CCC(=O)Nc2ccccn2)cc1	99	7	-1.1	13	0.5	7	4	-0.9	2.7	-7	-7

# Next compounds follow:
no.	Structure	DSG3 Ab inh	PfHsp90 yeast 2	OPRM1-OPRD1 ag	HTR5A inv ag	phage Ecoli inh	MOR-DOR inv ag	HTR5A ag ctr	Ecoli viability	AddAB inh	Mot1-301 SUMO	PKA-R1A act
51	Cc1c(C(=O)N2CCN(S(=O)(=O)c3ccccc3)CC2)oc2ccccc12	102	9	-0.4	7	0.6	2	-3	x	x	x	7
52	COc1ccc(CNC(=O)CCCNC(=O)c2ccc(Cl)cc2)cc1OC	99	5	-1.0	-16	-1.5	5	4	-3.3	-1.8	13	-2
53	O=C(c1ccco1)N1CCN(Cc2nnc(-c3cccc(Br)c3)o2)CC1	x	5	-1.2	-7	0.7	6	2	1.3	5.5	-5	-2
54	COCCNC(=O)C(c1ccccc1)N(C(=O)Cn1nnc2ccccc21)c1cccnc1 (configuration not stated)	101	6	-1.5	-11	2.2	8	-2	0.1	1.2	1	-8
55	COc1ccc(C2(CCN)CC(C)N(C)CC2C)cc1 (configuration not stated)	111	14	-1.9	2	-0.9	8	-1	0.9	1.7	12	-9
56	COc1ccc(S(=O)(=O)N2CCC(C(=O)NN3CCCCC3)CC2)cc1OC	x	7	-1.6	-10	3.5	7	4	-0.2	0.6	110	2
57	COc1cccc(C(C(=O)NC(C)(C)C)N(Cc2ccc(C)cc2)C(=O)CCC(=O)Nc2cc(C)on2)c1OC (configuration not stated)	116	1	0.8	-14	1.9	-6	5	0.2	4.2	10	-8
58	COc1cc(NC(=O)c2nn(C)c3c2CS(=O)(=O)c2ccccc2-3)cc(OC)c1	101	7	3.9	17	1.6	-20	-1	5.2	6.0	9	-8
59	Cc1cc(=O)oc2c3c(cc(OCC(=O)N[C@@H](CC(C)C)C(=O)O)c12)OC(C)(C)CC3	x	-1	-3.6	6	-2.6	16	-2	1.2	2.4	2	-6
60	Cc1oc2ncnc(N)c2c1C	110	12	-1.3	-22	3.4	7	-1	0.7	-0.7	-12	-8

# Entries listed above shown as hits in DSG3 Ab inh.
entry	Molecule	DSG3 Ab inh	PfHsp90 yeast 2	OPRM1-OPRD1 ag	phage Ecoli inh	MOR-DOR inv ag	AddAB inh	Mot1-301 SUMO	PKA-R1A act
37	CCCc1nnc(NC(=O)CCC(=O)NC2CCCc3ccccc32)s1 (configuration not stated)	39*	23	-2.9	3.6	15	2.7	0	-10
